ssDAF12 agonist: S. stercoralis DAF-12 activation, primary screen | activation, % at 6.8 µM | 370,000 compounds, 1% hits | HEK293 ssDAF-12/GRIP1 lit1-tk-luc reporter, luminescence; % of 3 µM dafachronic acid response;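 active means activation above the mean over all tested compounds plus 3 SD, cut at about 0.9% in these data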;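 further: 0% = DMSO-only wells and 100% = 3 µM delta7-dafachronic acid wells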
GAA850 FXN act: increases GAA850 frataxin promoter reporter activity; activation, % at 6 µM; 360,000 compounds, 0.56% hits; HEK293 lucGAA850 FXN promoter luciferase reporter, 24 h; percent of 10 µM SAHA response;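 active means activation above the average of all compounds screened plus 3 SD, cutoff fixed separately per campaign, cut at about 7.5% in these data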;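 further: 0% = DMSO wells and 100% = 10 µM SAHA wells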
DAX1 inh-1: inhibitors of DAX1 repression of SF-1 activated StAR promoter. HEK293T StAR-luciferase reporter, SF-1/DAX-1 repression relief. inhibition, % at 6.8 µM. 370,000 compounds, 1.1% hits. AID 652010;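 active means inhibition above the mean over all tested compounds plus 3 SD, cut at about 3.6% in these data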;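 further: 0% = DAX-1 cells with DMSO and 100% = cells lacking DAX-1 with DMSO; higher inhibition means more luminescence from relief of DAX-1 repression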
hgDAF-12 ag: agonists of H. glycines DAF-12 nuclear receptor; HEK293 GAL4-hgDAF12 UAS-luciferase reporter, agonist luminescence; normalized to butyrate control; activation, % at 6.8 µM; 370,000 compounds, 1.8% hits;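 active means activation above a cutoff set at the mean of all screened compounds plus 3 SD, cut at about 10% in these data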;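 further: 0% = DMSO wells and 100% = sodium butyrate wells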
ADAM17 inh: ADAM17 inhibition, QFRET primary screen | 370,000 compounds, 0.83% hits | P78536 | recombinant ADAM17, EDANS/DABCYL FRET peptide cleavage | inhibition, % at 6.95 µM;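 active means inhibition above the mean of compounds lying between control limits plus 3 SD, set per campaign, cut at about 8.5% in these data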;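 further: 0% = DMSO-only wells as the low control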
PLCg1 inh: inhibitors of human phospholipase C gamma1; 370,000 compounds, 0.84% hits; P19174; purified PLC-gamma1, fluorogenic substrate, fluorescence; inhibition, % at 12.2 µM; in the data active means inhibition above about 9.5%
sPLA2-III inh: Blocks human group III sPLA2 activity | inhibition, % at 12.2 µM | AID 743126 | Q9NZ20 | 370,000 compounds, 0.56% hits | QFRET BODIPY PC-A2 liposome hydrolysis, fluorescence;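 active means inhibition above mean plus 3 SD of compounds lying within the high and low control bounds, cut at about 19% in these data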;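 further: 0% = median of test compound wells and 100% = no enzyme DMSO wells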
Target sequence (Q9NZ20 whole entry, looked up): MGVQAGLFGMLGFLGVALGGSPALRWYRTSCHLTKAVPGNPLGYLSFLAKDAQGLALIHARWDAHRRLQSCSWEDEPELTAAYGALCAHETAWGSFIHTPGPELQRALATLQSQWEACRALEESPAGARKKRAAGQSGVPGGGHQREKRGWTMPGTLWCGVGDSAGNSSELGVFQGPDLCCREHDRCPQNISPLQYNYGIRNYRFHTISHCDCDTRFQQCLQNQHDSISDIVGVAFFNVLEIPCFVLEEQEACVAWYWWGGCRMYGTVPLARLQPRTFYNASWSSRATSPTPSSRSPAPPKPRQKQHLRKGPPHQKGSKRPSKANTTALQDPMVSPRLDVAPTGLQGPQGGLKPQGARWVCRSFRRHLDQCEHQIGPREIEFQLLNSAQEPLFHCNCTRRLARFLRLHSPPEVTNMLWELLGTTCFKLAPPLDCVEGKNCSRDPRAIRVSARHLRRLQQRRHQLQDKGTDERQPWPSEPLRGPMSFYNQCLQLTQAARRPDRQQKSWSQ
hcDAF12 agonist: H. contortus DAF-12 activation, primary screen; 370,000 compounds, 1.4% hits; AID 652067; HEK293 hcDAF-12 lit1-tk-luc reporter, luminescence; 0% DMSO, 100% Δ7-dafachronic acid; activation, % at 6.8 µM;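 active means activation above the mean of all tested compounds plus 3 SD, cut at about 5.5% in these data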;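 further: 100% = response to 3 µM Δ7-dafachronic acid high control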
PLCb3 inh: inhibitors of human phospholipase C beta3. AID 720704. inhibition, % at 12.2 µM. 370,000 compounds, 0.18% hits. Q01970. Purified PLC-beta3, fluorogenic substrate, fluorescence; in the data active means inhibition above about 11%;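 further: 0% = median of compound wells on plate and 100% = full blocker control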
ADAM10 inh: inhibitors of human ADAM10 | inhibition, % at 7 µM | O14672 | 370,000 compounds, 0.62% hits | AID 720582 | recombinant ADAM10, EDANS/DABCYL FRET peptide cleavage, 3 h;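 active means inhibition above a per-campaign cutoff equal to the mean of compounds falling between control-based bounds plus 3 SD, cut at about 20% in these data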;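 further: 0% = DMSO wells while the 100% control is not disclosed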
DAX1 inh-2: inhibits human nuclear receptor DAX1. AID 504766. inhibition, % at 6.75 µM. HEK293 Gal4-DAX1 luciferase reporter, luminescence. 340,000 compounds, 0.99% hits;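 active means inhibition above the mean over all tested compounds plus 3 SD, cut at about 4.2% in these data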;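 further: 0% = DAX1-transfected cells with DMSO and 100% = empty-vector control cells with DMSO; inhibition shows as a rise in luminescence from relieved DAX1 repression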
Target sequence (P51843 207-470 limits assumed): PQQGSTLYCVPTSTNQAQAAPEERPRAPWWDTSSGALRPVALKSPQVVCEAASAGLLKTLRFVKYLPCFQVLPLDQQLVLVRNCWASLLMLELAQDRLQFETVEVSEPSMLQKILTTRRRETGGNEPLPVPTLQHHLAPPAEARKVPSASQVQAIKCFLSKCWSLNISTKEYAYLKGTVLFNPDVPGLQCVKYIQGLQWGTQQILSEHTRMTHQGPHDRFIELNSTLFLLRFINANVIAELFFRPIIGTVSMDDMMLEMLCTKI
* = called active by the depositor; · = not tested or not shown. The order is random; 6.9% or so of the library scored in one or more.

SMILES	ssDAF12 agonist	GAA850 FXN act	DAX1 inh-1	hgDAF-12 ag	ADAM17 inh	PLCg1 inh	sPLA2-III inh	hcDAF12 agonist	PLCb3 inh	ADAM10 inh	DAX1 inh-2
Cc1ccc(C(=O)NCC(=O)OCc2nnc(-c3ccc([N+](=O)[O-])cc3)o2)s1	-1.1	0.5	-1.8	-0.5	2	4	13	-0.9	-10	-2	0.3
COCC1CCN(C(=O)CC2C(=O)NCCN2Cc2cccc(Oc3ccccc3)c2)CC1 (stereo not given)	-1.1	-1.6	0.2	-0.7	-10	-29	-8	-1.2	-46	-23	1.1
COc1ccc(C2=NOC(Cn3nc(-c4ccccc4)cc3C(=O)NCc3ccco3)C2)cc1 (stereo not given)	-1.3	-1.2	0.1	4.0	5	0	1	-0.1	5	-3	-0.2
O=C(NNC(=O)c1ccccc1Br)c1ccc(Cl)c(Cl)c1	-1.3	0.3	-0.3	0.2	-2	3	-12	0.0	3	-2	0.8
Cc1cccc(NC(=S)NCC(c2ccccc2)N(C)C)c1 (stereo not given)	-1.0	-1.0	0.2	-0.8	1	-1	9	0.9	4	1	-1.5
CCOC(=O)C1CCN(Cc2ccc3ccccc3c2)CC1	-1.9	0.5	-0.1	0.9	-4	4	-6	-1.6	-5	-2	1.2
CC(C)[C@H](NC(=O)C1CCN(S(=O)(=O)c2ccc(F)cc2)CC1)C(=O)NCc1ccco1	-1.6	-0.3	0.4	2.2	-2	3	-1	-1.8	-5	2	-0.2
CC(C)(C)c1csc(NC(=O)C2=COCCO2)n1	0.2	5.5	6.6*	12*	-7	-1	-8	0.9	-2	2	1.7
COC(=O)c1cc(-c2ccc(Cl)cc2)n[nH]1	-1.1	1.9	0.5	0.7	-1	1	-5	-0.3	-1	1	-0.3
C=CCN(Cc1cccc(OC)c1OC)C(=O)Oc1ccccc1	-1.1	0.6	-0.2	0.5	0	1	-12	-1.2	0	1	0.7
Cc1cccc(CSCCNC(=O)CSCc2ccc([N+](=O)[O-])cc2)c1	-1.5	0.6	0.4	-1.3	5	-1	-25	-0.2	-1	8	0.9
COc1ccc(C(O)C(CN2CCOCC2)c2ccccc2)cc1 (stereo not given)	-1.3	0.4	0.2	-0.2	-3	-3	-3	-1.9	3	-2	-0.6
COc1ccc(C(=O)NC(C)CCc2ccccc2)c(OC)c1 (stereo not given)	-1.2	-0.6	0.0	1.2	1	2	2	-1.6	1	13	-1.5
CCN1CCCC1CNC(=O)c1ccc2c(c1)N(Cc1ccccc1F)C(=O)c1ccccc1S2(=O)=O (stereo not given)	-0.5	0.8	0.3	-0.8	-4	2	1	3.0	-5	-2	0.1
CCc1ccccc1NC(=O)c1ccc2c(c1)CCN2S(C)(=O)=O	-0.4	1.1	-0.2	1.4	3	-1	-5	-0.9	-6	2	2.6
NS(=O)(=O)c1cccc(NC(=O)CSc2nc3ccccc3c(=O)n2Cc2ccco2)c1	-0.5	2.6	-1.5	-0.4	0	0	6	-0.6	-9	-21	-0.3
CCCCn1c(NS(=O)(=O)c2ccc(C)cc2)c(S(=O)(=O)c2ccccc2)c2nc3ccccc3nc21	-1.3	-4.0	-1.0	-4.4	-28	-25	2	-0.6	-33	-114	-1.5
CC(C)CC1NC(=O)c2cc(Cl)ccc2-n2c1nc1ccc(F)cc1c2=O (stereo not given)	-0.9	·	0.3	-1.2	-8	-4	2	-1.7	-2	-16	·
COc1ccc(CCNC(=O)Nc2ccc3c(c2)OCO3)cc1OC	-1.6	0.6	0.6	2.7	-4	3	-4	-1.2	-3	8	0.9
Cc1cccc(-c2c(NC(=O)c3ccco3)oc3c(C)cccc3c2=O)c1	-0.6	1.4	-0.2	1.5	-3	-3	4	-0.3	-7	7	-0.5
COc1cccc(C(=O)NCCN2CCC(n3c(=O)[nH]c4ccccc43)CC2)c1	-0.9	·	0.5	2.3	4	5	3	-0.4	2	-8	·
COc1cccc(N=Nc2c(N)[nH][nH]c2=O)c1	-0.5	5.5	1.6	6.3	2	3	-2	-0.7	3	12	0.3
c1ccc(COc2ncnc3c2ncn3CCCNCc2ccc3c(c2)OCO3)cc1	-0.8	0.2	0.3	0.3	-4	0	1	0.3	-1	-12	-0.2
CCc1ccccc1NC(=O)CSc1nnc([C@@H](N)Cc2ccccc2)o1	-0.8	-1.4	-0.3	-0.3	-1	1	-5	-0.4	-1	1	0.2
CCOc1cc(NC(=O)C2CC2)c(OCC)cc1NC(=O)c1cccc(F)c1	-0.5	-1.1	-0.2	0.7	-4	-1	-3	2.3	-5	-6	-0.2
OC(COc1ccc(Cl)cc1)CN1C2=NCCCN2c2ccccc21 (stereo not given)	-0.7	-0.5	-0.8	0.1	-2	2	1	-1.5	0	-6	-0.9
COc1ccc(C2Nc3cccc(O)c3C(=O)N2Cc2ccccc2)cc1COc1ccc(NC(C)=O)cc1 (stereo not given)	-0.1	-3.8	-1.5	0.4	8	-42	-5	-0.5	-74	17	·
Cn1ccsc1=NC(=O)c1ccc(Cl)c([N+](=O)[O-])c1	-1.3	3.6	0.1	-1.7	-2	1	0	1.3	-3	-5	0.7
CNc1ccc(/C=C(\CCC(=O)O)c2nc3ccccc3s2)cc1[N+](=O)[O-]	-0.4	3.5	1.4	0.3	5	0	-23	1.8	-1	3	-0.1
COc1ccc(-n2c(-c3ccccc3)c[n+]3c2CCC3)cc1	-2.2	-2.2	-1.2	-5.3	-2	-1	-4	-0.2	-2	-4	-2.0

DAX1 inh-1, entries above that show a hit.
| Structure | ssDAF12 agonist | DAX1 inh-1 | ADAM17 inh | PLCg1 inh | sPLA2-III inh | hcDAF12 agonist | PLCb3 inh | ADAM10 inh | DAX1 inh-2 |
| --- | --- | --- | --- | --- | --- | --- | --- | --- | --- |
| CC(C)(C)c1csc(NC(=O)C2=COCCO2)n1 | 0.2 | 6.6* | -7 | -1 | -8 | 0.9 | -2 | 2 | 1.7 |

Additional structures follow:
SMILES	ssDAF12 agonist	GAA850 FXN act	DAX1 inh-1	hgDAF-12 ag	ADAM17 inh	PLCg1 inh	sPLA2-III inh	hcDAF12 agonist	PLCb3 inh	ADAM10 inh	DAX1 inh-2
O=C(NC1CCCC1)C1CC1c1ccccc1 (stereo not given)	-1.9	0.4	-0.2	-1.0	-4	1	-3	-1.3	5	3	0.1
O=C1CCC(=O)N1c1cccc(OS(=O)(=O)c2ccccc2)c1	-1.3	2.7	-0.3	-1.1	-2	7	2	-0.1	3	-1	2.6
CCc1nc2ccc(C(=O)Nc3cccc(OC)c3)cn2c1N(CC)Cc1cccc(Br)c1	-1.3	-1.1	0.0	-0.3	11*	-14	1	-1.3	-29	22*	·
O=C(Cn1nnc2ccccc21)NCc1ccccc1	-0.7	1.4	1.4	11*	-4	1	3	2.8	4	-6	3.0
CC(=O)NC1CC2CCCC(C1)N2C(=O)Nc1cccc(Cl)c1 (stereo not given)	0.2	-0.7	-0.7	1.3	-1	1	-2	-2.6	-3	-3	0.7
CCOc1ccccc1NC(=O)C(OC(=O)C1CC1)c1ccccc1 (stereo not given)	-1.4	2.6	0.1	-0.7	-1	-1	-7	-0.6	-5	2	0.6
Cc1cccc(OCCNC(=O)c2cccc(Oc3ccc(C(F)(F)F)cc3[N+](=O)[O-])c2)c1	-1.7	-1.2	-1.6	-2.2	14*	-1	-13	-3.6	-3	32*	-1.7

By substructure, the entries above with four or more nitrogen atoms.
SMILES	ssDAF12 agonist	GAA850 FXN act	DAX1 inh-1	hgDAF-12 ag	ADAM17 inh	PLCg1 inh	sPLA2-III inh	hcDAF12 agonist	PLCb3 inh	ADAM10 inh	DAX1 inh-2
Cc1ccc(C(=O)NCC(=O)OCc2nnc(-c3ccc([N+](=O)[O-])cc3)o2)s1	-1.1	0.5	-1.8	-0.5	2	4	13	-0.9	-10	-2	0.3
COc1ccc(C2=NOC(Cn3nc(-c4ccccc4)cc3C(=O)NCc3ccco3)C2)cc1 (stereo not given)	-1.3	-1.2	0.1	4.0	5	0	1	-0.1	5	-3	-0.2
NS(=O)(=O)c1cccc(NC(=O)CSc2nc3ccccc3c(=O)n2Cc2ccco2)c1	-0.5	2.6	-1.5	-0.4	0	0	6	-0.6	-9	-21	-0.3
CCCCn1c(NS(=O)(=O)c2ccc(C)cc2)c(S(=O)(=O)c2ccccc2)c2nc3ccccc3nc21	-1.3	-4.0	-1.0	-4.4	-28	-25	2	-0.6	-33	-114	-1.5
COc1cccc(C(=O)NCCN2CCC(n3c(=O)[nH]c4ccccc43)CC2)c1	-0.9	·	0.5	2.3	4	5	3	-0.4	2	-8	·
COc1cccc(N=Nc2c(N)[nH][nH]c2=O)c1	-0.5	5.5	1.6	6.3	2	3	-2	-0.7	3	12	0.3
c1ccc(COc2ncnc3c2ncn3CCCNCc2ccc3c(c2)OCO3)cc1	-0.8	0.2	0.3	0.3	-4	0	1	0.3	-1	-12	-0.2
CCc1ccccc1NC(=O)CSc1nnc([C@@H](N)Cc2ccccc2)o1	-0.8	-1.4	-0.3	-0.3	-1	1	-5	-0.4	-1	1	0.2
CCc1nc2ccc(C(=O)Nc3cccc(OC)c3)cn2c1N(CC)Cc1cccc(Br)c1	-1.3	-1.1	0.0	-0.3	11*	-14	1	-1.3	-29	22*	·
O=C(Cn1nnc2ccccc21)NCc1ccccc1	-0.7	1.4	1.4	11*	-4	1	3	2.8	4	-6	3.0

Source: PubChem
